Source: PubChem BioAssay
EPAC1 antag: qHTS for Antagonist of cAMP-regulated guanine nucleotide exchange factor 3 (EPAC1): primary screen; EPAC1 GEF assay, Rap1b-BODIPY-GDP exchange fluorescence; Rap guanine nucleotide exchange factor 3 (Homo sapiens), O95398; Potency, µM (doses to about 115 µM), inactives show top-dose activity change, negative = inhibition, most hits filed as inhibitors; 360,000 tested, 0.14% active;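 note: potency is the fitted concentration of half-maximal effect; plate controls were vehicle for no effect and positive control for full effect; nearly all actives have a fitted effect of over 50% in size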
HEK293 tox: qHTS of GLP-1 Receptor Inverse Agonists: Cytotox Screen | HEK293 cAMP-luciferase reporter cells, luminescence, 24 h | Potency, µM (series often up to 38.3 µM), for inactives: top-dose activity change, negative = inhibition, usual class: inhibitors | 410,000 tested, 0.13% active | AID 624418, 2012;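 note: loss of luciferase light is scored as toxicity; potency is the fitted concentration of half-maximal effect; % is set by controls: 0 for no effect and ±100 for the full control effect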
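Quantitative HTS format, 1536 wells, 200 cells/uL seeded. Compounds: 23 nL, 24 h, 37 °C. Detection: luciferase reagent, luminescence at 12 min RT; decreased signal taken as cytotoxic.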
EPAC1 agonist: qHTS for Agonist of cAMP-regulated guanine nucleotide exchange factor 3 (EPAC1): primary screen | Rap guanine nucleotide exchange factor 3 (Homo sapiens), O95398 | 360,000 tested, 0.073% active | AID 720707, 2013 | EPAC1 agonist qHTS, biochemical assay; response scale: 100% = response to 6.5 mM cAMP | Potency, µM (highest dose often 154 µM), inactives show at the top dose activation, most hits filed as activators; note: potency is the fitted concentration of half-maximal effect; nearly all actives have a fitted effect of over 60% in size
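Nucleotide exchange assay: 100 nM EPAC1 with 250 nM Rap1B loaded with BODIPY-GDP and 50 uM GDP, room temperature. Fluorescence (480/540 nm) read every 5 min for 30 min; signal change normalized to 6.5 mM cAMP as full agonist.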
PTHR1 agonist: qHTS for PTHR1 Agonists: Primary Screen; Parathyroid hormone/parathyroid hormone-related peptide receptor (Homo sapiens), Q03431; HEK293 GP2 PTHR1 cells, GloSensor cAMP luminescence, 1 h; Potency, µM (top dose mostly 115 µM), for the others: top-dose activation, usual class: activators; 410,000 tested, 0.075% active; AID 743266, 2014; note: potency is the fitted concentration of half-maximal effect; nearly all actives have a fitted effect of over 55% in size; some results filed as inactive show a strong effect at the top dose; inactives centre near -15; many of its hits are not listed in these tables
Target sequence (Q03431 whole entry, looked up): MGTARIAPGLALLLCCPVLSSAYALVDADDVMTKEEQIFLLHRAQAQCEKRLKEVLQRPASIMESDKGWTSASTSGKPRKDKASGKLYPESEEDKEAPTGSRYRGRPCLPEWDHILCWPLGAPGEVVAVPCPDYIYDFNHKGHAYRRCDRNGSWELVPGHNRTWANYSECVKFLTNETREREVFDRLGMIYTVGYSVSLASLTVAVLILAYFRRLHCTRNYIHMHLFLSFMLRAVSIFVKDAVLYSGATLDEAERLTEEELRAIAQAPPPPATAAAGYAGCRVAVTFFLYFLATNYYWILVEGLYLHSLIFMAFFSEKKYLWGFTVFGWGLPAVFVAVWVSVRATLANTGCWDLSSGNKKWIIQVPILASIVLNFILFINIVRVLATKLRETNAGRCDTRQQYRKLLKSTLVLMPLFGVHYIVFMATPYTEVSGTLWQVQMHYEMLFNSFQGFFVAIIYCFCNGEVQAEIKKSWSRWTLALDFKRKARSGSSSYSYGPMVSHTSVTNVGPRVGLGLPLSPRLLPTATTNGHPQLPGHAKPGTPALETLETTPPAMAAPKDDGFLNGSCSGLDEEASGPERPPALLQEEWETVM
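HEK-293-derived GP2 cells expressing PTHR1 and a GloSensor cAMP reporter, 3,000/well, plated overnight, given luciferin plus IBMX (each 0.5 mM as added) for 1 h at 37 °C, then compound for 1 h at 37 °C. Luminescence was read after 15 min at room temperature.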
PI5P4Ka inh: qHTS for Inhibitors of phosphatidylinositol 5-phosphate 4-kinase (PI5P4K); PI5P4Kalpha enzyme, ADP-Glo luminescence, 60 min; active compounds read low; 330,000 tested, 1.2% active; max response, %; Phosphatidylinositol 5-phosphate 4-kinase type-2 alpha (Homo sapiens), P48426; AID 652105, 2013; active = max response of -50% or lower; inconclusive = between -30% and -50%; inactive = -30% or higher; note: value at the top dose of about 77 µM; % is set by controls: 0 for no effect and ±100 for the full control effect
Target sequence (P48426 whole entry, looked up): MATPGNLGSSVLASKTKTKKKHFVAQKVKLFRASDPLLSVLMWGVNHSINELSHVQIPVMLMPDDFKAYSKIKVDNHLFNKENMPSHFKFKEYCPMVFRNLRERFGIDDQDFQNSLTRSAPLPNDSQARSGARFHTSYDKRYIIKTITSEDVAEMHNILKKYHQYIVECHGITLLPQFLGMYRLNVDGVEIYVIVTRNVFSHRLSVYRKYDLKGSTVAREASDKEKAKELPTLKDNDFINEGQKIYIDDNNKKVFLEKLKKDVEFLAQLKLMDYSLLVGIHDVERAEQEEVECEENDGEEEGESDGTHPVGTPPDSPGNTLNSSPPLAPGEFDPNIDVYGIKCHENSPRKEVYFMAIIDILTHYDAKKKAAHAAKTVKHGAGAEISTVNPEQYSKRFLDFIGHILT
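ADP-Glo luminescence end-point read after a 60 min room-temperature kinase reaction of PI5P4Kalpha plus substrate, initiated with ATP at 5 microM final. Buffer: 0.038 M HEPES pH 7.4, EGTA, 0.1% CHAPS, 5% DMSO.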
GLP1R inv ag: qHTS of GLP-1 Receptor Inverse Agonists (Inhibition Mode) | Glucagon-like peptide 1 receptor (Homo sapiens), P43220 | HEK293 GLP-1R CRE-luciferase, luminescence, 24 h; GLP-1R form is constitutively active | Potency, µM (top dose mostly 38.3 µM), inactives show top-dose activity change, negative = inhibition, actives largely listed as inhibitors | 410,000 tested, 1.6% active | AID 624417, 2012; note: potency is the fitted concentration of half-maximal effect; % is set by controls: 0 for no effect and ±100 for the full control effect; nearly all actives have a fitted effect of over 55% in size
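HEK293 cells stably co-expressing constitutively active GLP-1R and a cAMP-responsive luciferase reporter were seeded in DMEM with 10% Nu serum, given compounds after 12 h, and incubated 24 h at 37 deg C. Luminescence was then read.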
PLK1 PBD inh: qHTS for Inhibitors of PLK1-PDB (polo-like kinase 1 - polo-box domain): Primary Screen; 360,000 tested, 2.8% active; Potency, µM, for inactives: max response, negative = inhibition, actives largely listed as inhibitors; AID 720504, 2013; Serine/threonine-protein kinase PLK1 (Homo sapiens), P53350; Plk1 PBD binding of FITC phosphopeptide, fluorescence polarization; note: potency is the fitted concentration of half-maximal effect; series mostly up to about 57 µM; % is set by controls: 0 for no effect and ±100 for the full control effect; nearly all actives have a fitted effect of over 65% in size
GLP1R ag: qHTS of GLP-1 Receptor Agonists. AID 624172, 2012. Potency, µM (doses to about 45.6 µM), for inactives: at the top dose activation, usual class: activators. Glucagon-like peptide 1 receptor (Homo sapiens), P43220. 380,000 tested, 0.007% active. HEK293 GLP-1R CRE-luciferase, luminescence, 4-6 h; cells express a hypersensitive GLP-1R form; note: potency is the fitted concentration of half-maximal effect; % of control where 0% means no effect
IL-2 act: qHTS of IL-2 Activators | 360,000 tested, 0.065% active | IL-2 activation reporter assay, cell-based qHTS; stimulated with anti-CD3/CD4/CD28 beads; in transgenic mouse T cells | activation, % (series mostly up to about 46 µM) | AID 652025, 2013; in the data active = activation above about 50%; inconclusive = mostly about 30% to 49%; note: 0% is about no effect
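Using fluorescent plate cytometry, EGFP and DsRed are detected in transgenic mouse T cells stimulated 18 h at 37 degrees C with antibody-coated beads after 60 min compound pretreatment.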
* hit, by the source's call; i = inactive; ? = inconclusive; . = no result given; [ ] = remark or other dose. Unless noted, calls come from the whole dose curve; as a rule, active = well fitted curve in the direction sought with a large enough effect; inconclusive = small, poorly fitted or top-dose-only effect, or another doubt; inactive = no such curve, though single readings can be large; an effect the other way counts as inactive or inconclusive.

SMILES	EPAC1 antag	HEK293 tox	EPAC1 agonist	PTHR1 agonist	PI5P4Ka inh	GLP1R inv ag	PLK1 PBD inh	GLP1R ag	IL-2 act
Cc1ccc(N2CCN(CC(O)COc3cccc(C)c3)CC2)cc1 (configuration not stated)	-3%	-4%	0%	i	1	?	4%	-5%	-1.4
O=C(CCN1C(=O)c2ccccc2C1=O)OCn1nnc2ccccc2c1=O	16%	-5%	-1%	i	2	5%	-15%	1%	-1.3
O=C(Nc1cccc(Oc2ccc3c(c2)C(=O)NC3=O)c1)c1cccs1	-7%	-4%	11%	-39%[inhibitor]	-7	22%	-10%	-2%	-0.3
Cc1csc(NC(=O)CSc2nnc(-c3ccoc3C)n2C(C)c2ccccc2)n1 (configuration not stated)	-9%	-7%	6%	-62%[inhibitor]	7	?	-5%	-2%	0.0
COc1ccc(C2(CNS(=O)(=O)c3ccc(C)cc3)CCOCC2)cc1	-21%	5%	-12%	i	-7	6%	-8%	11%	-2.1
COc1cc(OC)nc(Oc2ccccc2C(=O)Oc2ccc(F)cc2Cl)n1	-13%	-7%	20%	i	.	?	-5%	-1%	0.6
Cc1nc(Nc2cccc(C(F)(F)F)c2)nc2c1C(=O)CC(C)C2 (configuration not stated)	-7%	8%	1%	-11%	0	11%	-8%	7%	-1.2
COc1ccc(CNC(=O)CN2CCC(NC(=O)c3ccccc3C)CC2)cc1	7%	4%	6%	i	1	29%	-5%	?	1.9
COc1ccc([N+](=O)[O-])cc1NC(=O)CCCOc1ccccc1	-4%	-23%	-6%	-3%	4	6%	-5%	4%	0.2
NC(=O)NC(CC(=O)NCCc1ccc(S(N)(=O)=O)cc1)c1ccc(Cl)cc1 (configuration not stated)	-1%	0%	16%	i	-17	0%	15µM*	3%	-0.9
O=C(NNC(=O)c1cccc2ccccc12)c1ccco1	20%	1%	9%	i	.	0%	-9%	2%	-2.3
CCOC(=O)c1ccc(NC(=O)c2cccc(C)c2[N+](=O)[O-])cc1	-26%	-3%	7%	-13%	1	?	-10%	8%	-1.2
CN1CCN(c2ccc(CNC(=O)c3ccc(-c4ccc(F)c(F)c4)c4ccoc34)cc2)CC1	2%	4%	-19%	i	-4	-16%	-3%	4%	-0.9
NC1=NC(=Nc2cccc(S(=O)(=O)N3CCOCC3)c2)c2ccccc21	3%	-6%	-2%	i	3	31%[activator]	-1%	7%	2.2
Cc1ccc(S(=O)(=O)NCCNC(=O)N2CCOCC2)cc1	6%	10%	2%	-23%	-5	1%	0%	-8%	-0.1
CC(C)C[C@H]1CN([C@@H](Cc2ccccc2)CN2CCC[C@@H]2CN2C(=O)C(=O)NC[C@@H]2Cc2ccccc2)C(=O)C(=O)N1CCc1ccccc1	?	?	-7%	-57%[inhibitor]	-15	?	-3%	-5%	-1.0
O=C(Oc1cccc2cccnc12)c1cccc([N+](=O)[O-])c1	11%	?	3%	2%	1	?	-3%	0%	-0.7
CCOC(=O)c1cn(Cc2ccc(Br)cc2)nn1	6%	6%	-1%	-18%	-8	33%	-8%	5%	-3.2
Cc1cc(=O)[nH]c(SCC2(O)C3CC4CC(C3)CC2C4)n1 (configuration not stated)	0%	4%	-1%	i	-5	13%	-23%	-4%	-1.9
Cc1sc(NC(=O)c2ccco2)c(C(c2ccncc2)N2CCOCC2)c1C (configuration not stated)	-4%	10%	-1%	-7%	1	0%	-7%	-5%	0.7
O=C(CCc1ccccc1)n1nc(-c2ccccc2)nc1NCc1ccco1	8%	-4%	14%	-8%[57.5 µM]	.	-11%	-1%	-15%	1.5
COc1cc(CC(=O)NCc2ccco2)cc(OC)c1OC	14%	-2%	2%	-83%[inhibitor]	.	0%	-5%	0%	-1.0
CCN(CC)S(=O)(=O)c1ccc(C)c(N=C=S)c1	-18%	-1%	7%	-15%	-6	?	-27%	3%	-0.1
Nc1cc(Oc2ccc(F)cc2F)cc([N+](=O)[O-])c1	-20%	-3%	-9%	-23%	-1	-15%	-6%	?	-4.7
COc1ccc(OCCOCCN2CCN(C)CC2)cc1	-26%	3%	-6%	i	0	3%	1%	2%	-0.6

The closing five records of the part before lead into the next:
SMILES	EPAC1 antag	HEK293 tox	EPAC1 agonist	PTHR1 agonist	PI5P4Ka inh	GLP1R inv ag	PLK1 PBD inh	GLP1R ag	IL-2 act
O=C(CCc1ccccc1)n1nc(-c2ccccc2)nc1NCc1ccco1	8%	-4%	14%	-8%[57.5 µM]	.	-11%	-1%	-15%	1.5
COc1cc(CC(=O)NCc2ccco2)cc(OC)c1OC	14%	-2%	2%	-83%[inhibitor]	.	0%	-5%	0%	-1.0
CCN(CC)S(=O)(=O)c1ccc(C)c(N=C=S)c1	-18%	-1%	7%	-15%	-6	?	-27%	3%	-0.1
Nc1cc(Oc2ccc(F)cc2F)cc([N+](=O)[O-])c1	-20%	-3%	-9%	-23%	-1	-15%	-6%	?	-4.7
COc1ccc(OCCOCCN2CCN(C)CC2)cc1	-26%	3%	-6%	i	0	3%	1%	2%	-0.6
CCN(CC)c1ccc(N=C2C(=O)Nc3ccccc32)cc1	-24%	-13%	-12%	-21%	?	-28%	-27%	-2%	2.3
C[C@@H]1CN([C@H](C)CO)C(=O)CCCn2nncc2CO[C@@H]1CN(C)S(=O)(=O)c1ccc(-n2cccn2)cc1	-19%	2%	4%	-68%	-2	6%	-4%	-3%	2.8
CC(=O)c1cccc(NC(=O)c2ccc(N(Cc3ccccc3C)S(C)(=O)=O)cc2)c1	0%	-11%	-1%	-23%	1	?	-2%	-1%	-2.5
Cc1c(NC(=O)COC(=O)c2cccn2C)c(=O)n(-c2ccccc2)n1C	-12%	-23%	1%	i	-1	-26%	1%	0%	0.0
O=C(Cc1ccccc1[N+](=O)[O-])OCC(=O)N1CCN(c2ccccc2)CC1	9%	0%	-2%	-8%	0	-7%	-1%	14%	-1.4
CC(C)(C)c1ccc(C(=O)O[C@H]2[C@H](Cc3ccccc3)NS(=O)(=O)[C@H]3C[C@@H]4C=C[C@]23O4)cc1	-21%	-9%	-3%	-9%	-2	?	-17%	0%	-0.2
CC(C)(C)[C@@H]1CCC(=O)N(CC[C@H](Sc2ccccc2)c2ccccc2)CC1	-27%	?	1%	-50%[inhibitor]	4	4.5µM*	-14%	2%	-0.7
COc1cccc(C(=O)Nc2cc(=O)n(C)c(=O)n2C)c1OC	3%	-34%	-9%	i	-4	-5%	3%	0%	3.5
O=C(CCN1C(=O)/C(=C/c2cccc(Br)c2)SC1=S)NNC(=O)c1cccnc1	-12%	3%	7%	-21%	.	5%	-8%	2%	-2.7
COc1ccccc1N(CC(O)CN1CCCC1)S(=O)(=O)c1ccccc1 (configuration not stated)	-21%	-2%	8%	i	-2	11%	-9%	10%	2.5
CCn1c(/C=C2\C(=O)N(C)c3ccccc32)nc2ccccc2c1=O	-5%	-19%	-10%	-8%	1	-16%	-5%	5%	0.3
COc1cccc(NC(=O)CCCCCn2nnc3ccccc3c2=O)c1	7%	-15%	-1%	i	-1	?	-2%	18%	1.4
CCOC(=O)c1c(C)[nH]c(C(=O)OCC(=O)Nc2ccc(OC)c(Cl)c2)c1C	-5%	-3%	12%	i	.	0%	-3%	5%	-1.7
Cc1ccc(C(C(=O)NCc2ccco2)N(C(=O)CNC(=O)c2cccs2)c2ccc(C)cc2C)cc1 (configuration not stated)	8%	-5%	-3%	i	.	-22%	-7%	-5%	-0.2
CS(=O)(=O)C1=NSC2=NC(=O)/C(=C\c3cccn3-c3ccccc3Cl)C(=N)N21	?	?	-7%	-76%[inhibitor]	-95*	?	?	-6%	-2.5
CCCCN(C(=O)c1cc(Cl)nc2ccccc12)c1c(N)n(CCCC)c(=O)[nH]c1=O	-22%	0%	-5%	9%	4	12%	-14%	2%	12
O=[N+]([O-])c1cccc(S(=O)(=O)NCCc2ccccc2)c1	18%	-14%	10%	i	-7	-11%	-3%	-2%	0.1
COc1cc(C(=O)Nc2cc(C(F)(F)F)ccc2N2CCOCC2)ccc1O	13%	-7%	-8%	-25%	-3	6%	1%	5%	-0.5
Cc1coc2c(C)c3oc(=O)c(CCC(=O)N[C@@H](C)C(=O)N[C@@H](Cc4ccccc4)C(=O)O)c(C)c3cc12	?	4%	-20%	-43%[inhibitor]	4	-4%	0%	11%	-0.4

Compound profiles (already shown):
COc1ccccc1N(CC(O)CN1CCCC1)S(=O)(=O)c1ccccc1 (configuration not stated) is entered as EPAC1 antag = -21%; HEK293 tox = -2%; EPAC1 agonist = 8%; PTHR1 agonist = i; PI5P4Ka inh = -2; GLP1R inv ag = 11%; PLK1 PBD inh = -9%; GLP1R ag = 10%; IL-2 act = 2.5
COc1cccc(NC(=O)CCCCCn2nnc3ccccc3c2=O)c1 is entered as EPAC1 antag = 7%; HEK293 tox = -15%; EPAC1 agonist = -1%; PTHR1 agonist = i; PI5P4Ka inh = -1; GLP1R inv ag = ?; PLK1 PBD inh = -2%; GLP1R ag = 18%; IL-2 act = 1.4

Some of the compounds tested, so the mix of outcomes need not match the whole.
